# Bioassay records deposited in PubChem BioAssay by several laboratories.
# Bim-Bcl-B: human Bim-Bcl-B interaction inhibition. actives 0.073% (n = 190,000). Q9HD36. inhibition, % at 10 µM. bead-based flow cytometry, Bim peptide-Bcl-B binding;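 note: 0% = tracer peptide without compound and 100% = reference inhibitor peptide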
# Target sequence (Q9HD36 whole entry, looked up): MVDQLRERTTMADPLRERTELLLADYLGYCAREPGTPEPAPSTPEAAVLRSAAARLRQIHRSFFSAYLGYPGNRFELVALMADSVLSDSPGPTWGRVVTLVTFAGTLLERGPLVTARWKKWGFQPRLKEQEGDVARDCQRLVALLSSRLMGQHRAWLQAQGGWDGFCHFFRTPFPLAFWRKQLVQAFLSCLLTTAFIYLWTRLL
# RGS8-Gao reg: regulators of human RGS8-Galphao interaction. multiplexed bead flow cytometry, RGS8-Galphao binding; actives lie on both sides. actives 0.34% (n = 220,000). response (percent of control binding), % at 10 µM. P09471; in the data active = response below about 60% or above about 140%; inactive = in between;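 note: Galphao activated as the GDP aluminium fluoride complex binding bead-coupled RGS8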
# Bim-Bcl-W: disrupts Bim peptide binding to human Bcl-W; Q92843; bead-based flow cytometry; inhibition, % at 10 µM; actives 0.02% (n = 190,000); AID 952;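 note: 0% = bound tracer without compound and 100% = peptide blocker; higher means less fluorescent Bim peptide bound to Bcl-W beads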
# Target sequence (Q92843 whole entry, looked up): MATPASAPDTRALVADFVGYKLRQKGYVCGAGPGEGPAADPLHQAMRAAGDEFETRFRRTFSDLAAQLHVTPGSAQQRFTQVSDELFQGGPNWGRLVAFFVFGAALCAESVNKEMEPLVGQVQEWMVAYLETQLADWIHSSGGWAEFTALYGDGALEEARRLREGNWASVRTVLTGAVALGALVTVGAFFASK
# Bim-Bcl-XL: inhibitors of Bim-Bcl-XL interaction, human; actives 0.04% (n = 190,000); Q07817; Bim peptide-Bcl-XL binding, bead flow cytometry, fluorescence; AID 1007; inhibition, % at 10 µM
# Target sequence (Q07817 whole entry, looked up): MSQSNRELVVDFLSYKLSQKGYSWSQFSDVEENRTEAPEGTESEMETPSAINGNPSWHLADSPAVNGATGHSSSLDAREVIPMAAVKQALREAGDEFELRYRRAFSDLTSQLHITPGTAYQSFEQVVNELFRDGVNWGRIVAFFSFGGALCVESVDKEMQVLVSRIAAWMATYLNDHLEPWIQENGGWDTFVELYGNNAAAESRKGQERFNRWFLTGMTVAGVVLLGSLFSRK
# Mcl-1 Bim block: inhibitors of Bim-Mcl-1 interaction, human; Bead-based flow cytometry, Bim peptide-Mcl-1 binding; inhibition, % at 10 µM; actives 0.1% (n = 190,000); AID 1009;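 note: 0% = no compound tracer wells and 100% = peptide blocker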
# Mcl1 Bid PPI: disrupts binding of human Mcl-1 to Bid peptide | TR-FRET Mcl-1/Bid-Dy647 peptide binding, 1536-well | actives 0.97% (n = 220,000) | inhibition, % at 21.7 µM | Q07820;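 active = compounds that cut the binding signal by more than half at the single screening dose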;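 note: His-tagged Mcl-1 with europium anti-His antibody binding Bid BH3 peptide; 0% = Mcl-1 plus peptide wells and 100% = peptide-only wells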
# Bim-Bcl-2: human Bim-Bcl-2 interaction inhibition; Bead-based flow cytometry, Bim peptide-Bcl-2 binding; inhibition, % at 10 µM; actives 0.06% (n = 190,000); AID 950; in the data active = inhibition above about 40%; inconclusive = no clear call, values can overlap the other calls;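 note: 0% = no compound wells with probe peptide and 100% = reference peptide inhibitor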
# Target sequence (P10415 whole entry, looked up): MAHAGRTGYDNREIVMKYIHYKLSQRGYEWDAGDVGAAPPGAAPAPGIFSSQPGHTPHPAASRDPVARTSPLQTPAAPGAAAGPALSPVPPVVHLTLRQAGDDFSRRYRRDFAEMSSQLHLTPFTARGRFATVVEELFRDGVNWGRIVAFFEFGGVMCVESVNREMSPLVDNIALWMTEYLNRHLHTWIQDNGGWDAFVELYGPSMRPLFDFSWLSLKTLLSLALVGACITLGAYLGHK
# RGS7-Gao reg: regulators of human RGS7-Galphao interaction; P09471; Multiplexed bead flow cytometry, RGS7-Galphao binding; actives lie on both sides; binding response (% of control), % at 10 µM; actives 0.35% (n = 220,000); AID 1439; in the data active = binding response below about 49% or above about 150%; inconclusive = no clear call, values can overlap the other calls; inactive = in between;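 note: fluorescent Galphao held in activated GDP-AlF4 state binding bead-coupled RGS7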
# GSH bead fluor: GSH bead compound fluorescence profile | GSH beads flow cytometry, compound fluorescence 488/530 nm; active compounds read high | AID 1776 | fluorescence (KMESF) at 10 µM | actives 0.25% (n = 190,000); in the data active = fluorescence above about 89;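 note: glutathione beads carrying GST-tagged Bcl family fusion proteins plus one bare bead set; values are compound well signal with DMSO vehicle wells as background; inactives centre near 16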
# Bfl-1 Bim block: disrupts Bim binding to human Bfl-1; inhibition, % at 10 µM; Bead-based flow cytometry, Bim-Bfl-1 binding inhibition; Q16548; actives 0.12% (n = 190,000); AID 1008;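 note: 0% = wells without compound plus tracer and 100% = blocker peptide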
# RGS4-Gao reg: human RGS4-Galphao interaction regulation | P09471 | Multiplexed bead flow cytometry, RGS4-Galphao binding; actives lie on both sides | binding response (% of control), % at 10 µM | actives 0.33% (n = 220,000); in the data active = binding response below about 49% or above about 150%; inactive = in between;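 note: fluorescent Galphao activated with aluminum fluoride binding bead-coupled RGS4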
# * hit, by the source's call; ? = inconclusive; . = no result given. Cut-off read from the data, not from the text of the source, unless noted: active = inhibition above about 40%.
Bim-Bcl-B	RGS8-Gao reg	Bim-Bcl-W	Bim-Bcl-XL	Mcl-1 Bim block	Mcl1 Bid PPI	Bim-Bcl-2	RGS7-Gao reg	GSH bead fluor	Bfl-1 Bim block	RGS4-Gao reg	smiles
-8	101	-3	-8	-1	-22	-2	105	15	-6	102	Cc1ccc(OCCNC(=O)c2ccccc2N)cc1
-5	96	-1	-1	3	.	5	94	33	8	97	CCn1c(N)c(C(=O)NCc2ccco2)sc1=S
-7	100	2	-3	0	-22	-5	96	35	-15	95	O=C(O)CSc1nnc(-c2cccs2)n1-c1ccc(Cl)cc1
-6	102	-5	-6	-1	-4	-3	102	19	0	99	Cc1ccc(N(C(=O)Cc2cccs2)C(C(=O)NC2CCCCC2)c2ccccn2)cc1C (configuration not stated)
-6	100	3	2	0	-18	-7	102	43	-10	104	COC(=O)c1cc(C(C)=O)n2ccccc12
-6	107	-4	-7	-4	-2	-3	104	14	-5	104	CCCN(CCC)CC(=O)NCC1(c2ccccc2)CCOCC1
-15	107	-3	-5	-5	-37	-10	98	33	-13	105	S=C(Nc1ccc(Cl)cc1)NC1CC2CCCC(C1)N2C1CC1 (configuration not stated)
-9	103	-6	-10	-8	-18	-9	100	9	-4	102	COc1ccc([N+](=O)[O-])cc1NC(=O)C(C)Sc1ccccc1 (configuration not stated)
-1	100	0	1	3	1	0	105	21	-4	97	CC(C)(C)OC(=O)CC[C@@H](C(=O)N1CCN(C(=O)OC(C)(C)C)CC1)n1cc(C(Cc2ccc(O)cc2)NC(=O)OC(C)(C)C)nn1 (some centres not stated)
-5	100	3	2	3	-31	-1	102	18	-13	98	CN=Cc1sc2ccccc2c1O

# Arranged by molecular weight (high to low): some entries from above
Bim-Bcl-B	RGS8-Gao reg	Bim-Bcl-W	Bim-Bcl-XL	Mcl-1 Bim block	Mcl1 Bid PPI	Bim-Bcl-2	RGS7-Gao reg	GSH bead fluor	Bfl-1 Bim block	RGS4-Gao reg	smiles
-1	100	0	1	3	1	0	105	21	-4	97	CC(C)(C)OC(=O)CC[C@@H](C(=O)N1CCN(C(=O)OC(C)(C)C)CC1)n1cc(C(Cc2ccc(O)cc2)NC(=O)OC(C)(C)C)nn1 (some centres not stated)
-6	102	-5	-6	-1	-4	-3	102	19	0	99	Cc1ccc(N(C(=O)Cc2cccs2)C(C(=O)NC2CCCCC2)c2ccccn2)cc1C (configuration not stated)
-7	100	2	-3	0	-22	-5	96	35	-15	95	O=C(O)CSc1nnc(-c2cccs2)n1-c1ccc(Cl)cc1

# Continued:
Bim-Bcl-B	RGS8-Gao reg	Bim-Bcl-W	Bim-Bcl-XL	Mcl-1 Bim block	Mcl1 Bid PPI	Bim-Bcl-2	RGS7-Gao reg	GSH bead fluor	Bfl-1 Bim block	RGS4-Gao reg	smiles
-8	103	-3	0	-4	-3	-3	102	17	-2	106	CN=c1scc(-c2ccccc2F)n1/N=C/c1ccc[nH]1
-7	98	2	-22	-4	-27	-8	94	42	-8	95	CC(O)(CS(=O)(=O)Cc1ccccc1Cl)C(=O)Nc1cccc(C(F)(F)F)c1 (configuration not stated)
-3	104	1	0	0	-2	-2	100	14	-5	101	COc1ccc(-c2[nH]ncc2[C@@H]2C[C@H]3CN(Cc4ccccc4C)C(=O)[C@]34CCCN24)cc1
1	92	3	-2	4	-1	3	99	21	3	97	CC(C)(C)n1nnnc1C(c1cccs1)N1CCN(Cc2ccccc2)CC1 (configuration not stated)
-3	101	-3	-1	-3	-15	-4	107	24	-2	100	CCn1c(=O)cc(OCC(=O)Nc2ccc(C)cn2)c2ccccc21
-13	100	0	-3	-5	-32	0	101	8	-2	102	C=CCn1c(CCSCc2ccccc2)n[nH]c1=S
12	84	11	18	15	-21	14	82	14	22	89	Cc1cc(C)cc(NC(=O)CSc2nc3c(oc4ccccc43)c(=O)n2-c2ccccc2)c1
0	101	4	2	1	-21	0	103	11	-2	102	COc1ccc2[nH]c(=O)c(CN(CCO)S(=O)(=O)c3ccc(C)cc3)cc2c1
-4	102	4	-5	3	-24	-2	101	61	-10	102	O=C(CN1CCCCC1)Nc1ccc(NC(=O)c2ccc(Cl)cc2)cc1Cl
-5	104	0	-3	-6	-5	-6	103	15	-5	108	CC(C)CNC(=O)NC(=O)COC(=O)C1CSC2(c3ccc(F)cc3)CCC(=O)N12 (configuration not stated)
3	98	-3	-1	-1	-10	1	96	15	2	97	COc1ccc(-c2nc(=S)n3ccsc3n2)cc1OC
0	91	1	2	2	6	3	97	10	-2	97	CC(=O)Nc1ccc(S(=O)(=O)NC2(C(F)(F)F)N=C(c3ccccc3)NC2=O)cc1 (configuration not stated)
-1	104	0	0	0	-3	-2	105	16	-5	102	Cc1nc(N2CCN(Cc3ccccc3)CC2)nc2c1CCC2
0	104	1	1	2	2	1	97	15	3	97	CS(=O)(=O)N(CC(=O)NCc1ccccc1)C1CCCCC1
0	104	-3	-1	2	20	0	103	12	-4	100	Cc1ccc(S(=O)(=O)N2CCN(Cc3ccccn3)CC2)cc1
-6	115	-2	-1	-3	18	-3	116	10	0	116	O=C(NCCN1CCCC1)c1ccc(Cn2c(=S)[nH]c3cc4c(cc3c2=O)OCO4)cc1
3	103	0	2	-1	-26	3	102	7	7	98	COc1cccc(CNC(=O)C(=O)NCCc2ccc(OC)c(OC)c2)c1
-3	100	-1	1	-4	-20	-5	96	26	-6	99	Cc1ccc2c(c1)C(=O)C(=O)N2CCOc1ccccc1
-2	83	0	0	-4	-31	-1	93	22	0	91	CC1CCN(S(=O)(=O)c2ccc3c(c2)C(=NO)c2cc(S(=O)(=O)N4CCC(C)CC4)ccc2-3)CC1
-5	101	-5	-10	-2	-13	-2	99	12	0	101	COCCn1c(SCC(=O)c2ccccc2)nc2c(c1=O)SC(C)C2 (configuration not stated)
-7	103	0	-5	-1	-20	-10	100	23	-17	101	O=C(Nc1ccc(O)cc1)c1cc(S(=O)(=O)N2CCCC2)ccc1Cl
-6	101	-1	0	3	-5	0	103	4	-15	99	COCCNCc1ccccc1
-11	105	-3	-5	-6	14	-9	104	30	-8	104	O=C(c1ccc(Cl)cc1)c1oc2ccccc2c1CS(=O)(=O)c1ccccc1
0	.	0	-4	1	-8	-3	.	16	4	.	COc1cc(NC(=O)c2ncn[nH]2)cc(OC)c1OC
-1	95	-1	-2	0	-27	-3	92	13	-5	94	O=C(Nc1nn[nH]n1)c1cccc([N+](=O)[O-])c1
-2	102	-2	-4	-4	-3	0	101	10	0	99	O=C(Nc1cccnc1)C1CC(c2ccc(Cl)c(Cl)c2)=NO1 (configuration not stated)
-2	95	0	-3	-1	-27	0	97	12	-6	99	CC(C)c1ccc(-c2csc(NC(=O)c3cccs3)c2C(=O)O)cc1
-4	99	1	-4	-1	-8	3	99	22	0	104	Cc1cc(NC(=O)c2noc3c2CCCCC3)no1
-2	102	0	-1	0	-13	-1	?	12	-3	103	C/C(=N/NC(=O)c1sc(NS(=O)(=O)c2ccc(C)cc2)nc1C)c1sc(N)nc1C
-4	96	-1	-5	-2	23	-3	105	4	-1	103	Cc1ccc(C(C)(C)C)c(OCCOCCN2CCCC2)c1

# A different layout for 3 compounds above.
Compound	Bim-Bcl-B	RGS8-Gao reg	Bim-Bcl-W	Bim-Bcl-XL	Mcl-1 Bim block	Mcl1 Bid PPI	Bim-Bcl-2	RGS7-Gao reg	GSH bead fluor	Bfl-1 Bim block	RGS4-Gao reg
O=C(Nc1cccnc1)C1CC(c2ccc(Cl)c(Cl)c2)=NO1 (configuration not stated)	-2	102	-2	-4	-4	-3	0	101	10	0	99
C/C(=N/NC(=O)c1sc(NS(=O)(=O)c2ccc(C)cc2)nc1C)c1sc(N)nc1C	-2	102	0	-1	0	-13	-1	?	12	-3	103
Cc1ccc(C(C)(C)C)c(OCCOCCN2CCCC2)c1	-4	96	-1	-5	-2	23	-3	105	4	-1	103

# Next section:
Bim-Bcl-B	RGS8-Gao reg	Bim-Bcl-W	Bim-Bcl-XL	Mcl-1 Bim block	Mcl1 Bid PPI	Bim-Bcl-2	RGS7-Gao reg	GSH bead fluor	Bfl-1 Bim block	RGS4-Gao reg	smiles
-9	102	-2	-2	-1	7	-13	97	12	-12	99	CC(C)(C)C(=O)N1CCCC1C(=O)O (configuration not stated)
-32	102	-8	-20	-15	-15	-10	98	27	-5	101	Cn1cc(C(=O)N2CCc3ccccc3C2)c(=O)c2cc(S(=O)(=O)N3CCCCC3)ccc21
-10	101	-3	-9	-3	-8	-7	102	36	-6	100	CCc1ccc2nc(N3CCN(C)CC3)c(C#N)cc2c1
-3	88	-1	-4	0	-7	-2	96	12	5	97	CCOC(=O)c1cnc(SCC(=O)Nc2ccccc2C(=O)OC)nc1N
-5	100	3	-1	3	-28	-3	99	23	-6	101	Cc1cccc(N2CCN(C(=O)C3CCN(S(=O)(=O)c4cccc5cccnc45)CC3)CC2C)c1 (configuration not stated)
0	94	0	1	0	-21	0	?	13	-3	93	Cc1nc2nc(N)nn2c(C)c1C/C=C/c1ccccc1
-7	101	0	-4	-2	2	3	100	25	-1	101	COc1ccc(OC)c(NC(=O)CCNS(=O)(=O)c2ccc3c(c2)oc(=O)n3C)c1
-2	99	-2	-2	0	-17	-4	97	8	-6	98	Cc1nc2ccccc2n(CC(=O)Nc2cc(Cl)cc(Cl)c2)c1=O
-5	99	0	-13	2	-30	-9	98	62	-12	100	Cc1nc(N2C(=O)C(=O)/C(=C(/O)c3ccccc3)C2c2ccco2)sc1C (configuration not stated)
0	101	1	0	-4	-107	0	101	23	2	100	Cc1c(NC(=O)c2coc(=O)c(Br)c2)c(=O)n(-c2ccccc2)n1C
2	89	0	0	0	-2	.	92	15	0	87	Cn1cc(CNC(=O)c2sc3cccc(Cl)c3c2Cl)cn1
-13	109	0	-7	-1	-10	-18	108	9	-14	105	Cc1ccc(S(=O)(=O)n2ccc(-c3ccc(OCc4c(F)cccc4Cl)cc3)n2)cc1
-2	99	-3	0	0	-9	1	99	13	-2	102	CCC(C)(C)NC(=O)CN(C(=O)c1snc(C(N)=O)c1N)c1ccc(OC)c(OC)c1
-20	103	-12	-15	-8	4	-2	105	13	-4	100	Cc1ccccc1-c1nnc(NC(=O)c2ccc(N3C(=O)CCC3=O)cc2)s1
-3	100	2	-1	2	-2	-9	104	24	-5	103	CC(=O)c1ccc(NC(=O)CSc2nc3nc(C)cc(C)n3n2)cc1
-3	101	-3	-1	-4	2	-1	104	16	0	99	O=C(CN1C(=O)c2cccc3cccc1c23)NCc1ccncc1

# Sorted by value in Mcl1 Bid PPI (descending): five from the list above
Bim-Bcl-B	RGS8-Gao reg	Bim-Bcl-W	Bim-Bcl-XL	Mcl-1 Bim block	Mcl1 Bid PPI	Bim-Bcl-2	RGS7-Gao reg	GSH bead fluor	Bfl-1 Bim block	RGS4-Gao reg	smiles
0	104	-3	-1	2	20	0	103	12	-4	100	Cc1ccc(S(=O)(=O)N2CCN(Cc3ccccn3)CC2)cc1
-9	102	-2	-2	-1	7	-13	97	12	-12	99	CC(C)(C)C(=O)N1CCCC1C(=O)O (configuration not stated)
-3	100	-1	1	-4	-20	-5	96	26	-6	99	Cc1ccc2c(c1)C(=O)C(=O)N2CCOc1ccccc1
0	101	4	2	1	-21	0	103	11	-2	102	COc1ccc2[nH]c(=O)c(CN(CCO)S(=O)(=O)c3ccc(C)cc3)cc2c1
-2	95	0	-3	-1	-27	0	97	12	-6	99	CC(C)c1ccc(-c2csc(NC(=O)c3cccs3)c2C(=O)O)cc1
